# Screening data: PubChem BioAssay, several laboratories
# Ba/F3 V617F tox: reduced viability of JAK2V617F-dependent Ba/F3 cells, primary screen, JAK2V617F inhibitor project, cell-based, Ba/F3 EpoR-JAK2V617F, luminescence | ATP luminescence | inhibition, % at 5.6 µM | 220,000 compounds, 1.1% hits;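 active = inhibition above the campaign mean plus 3 SD over all tested compounds, cut at about 24% in these data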;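 note: cytokine-independent growth of Ba/F3 cells driven by EpoR plus mutant JAK2; 0% = DMSO-treated cells and 100% = JAK inhibitor I control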
# S1P4 antagonist: S1P4 receptor antagonists, primary screen, cell-based; inhibition, % at 4.98 µM; 220,000 compounds, 0.26% hits; Sphingosine 1-phosphate receptor 4 (Homo sapiens), O95977; S1P4-expressing cells, antagonist mode, reporter read-out; AID 1510, 2009; in the data active = inhibition above about 29%;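 note: 0% = wells stimulated with agonist and 100% = vehicle wells without agonist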
# Mdm2 ligase inh: MDM2-luciferase reporter signal enhancers, primary screen, MDM2 E3 ligase inhibitor project, cell-based, luminescence, 1536-well. E3 ubiquitin-protein ligase Mdm2 (Homo sapiens), Q00987. signal enhancement, % at 5 µM. cell-based MDM2 ubiquitination luciferase reporter, 2 h; 0 = plate control, 100 = twice control, blank-subtracted. 210,000 compounds, 0.11% hits. AID 1230, 2008;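 active = signal enhancement of 30% or more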;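 note: luminescence tracks abundance of the self-degrading MDM2-luciferase fusion protein; higher signal means inhibition of MDM2 E3 ligase activity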
#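 Buffer or medium: Cells held in DMEM | Assay system: Stable mammalian line carrying autodegrading MDM2–luciferase fusion reporter | Quantity: 2000 cells/well | Times: 4 h settle plus 2 h compound, 37 °C | Doses: One concentration, 5 µM, with 0.2% DMSO | Technique: Luminescence with SteadyLite reagent, 15 min at room temperature | Benchmarks: Plate controls and plate blanks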
# NPY-Y2 PAM-ag: NPY-Y2 potentiators or agonists, primary screen, cell-based. cells expressing NPY-Y2, potentiator/agonist read-out. activation, % at 3.6 µM. 220,000 compounds, 0.45% hits; in the data active = activation above about 27%;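 note: cells stimulated with NPY near EC25 plus isoproterenol at EC100; 0% = vehicle plus submaximal agonist and 100% = vehicle plus saturating agonist; some results beyond the cut were filed as inactive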
# PERK inh: block of dimerizer-induced PERK translation repression, primary screen, PERK inhibitor project, CHO PERK-DD cells, SEAP luminescence, HTS. CHO PERK-DD fusion, SEAP luminescence translation reporter. AID 1416, 2008. Eukaryotic translation initiation factor 2-alpha kinase 3 (Homo sapiens), Q9NZJ5. inhibition, % at 5.6 µM. 220,000 compounds, 0.17% hits;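 active = inhibition above the mean inhibition of all tested compounds plus 3 SD, set separately per screening campaign, cut at about 2.9% in these data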;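 note: PERK kinase domain activated by AP20187 dimerizer at 100 nM; 0% = DMSO with dimerizer and 100% = rapamycin at 8.4 µM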
# eIF4E-4G inh: eIF4E–eIF4G protein interaction inhibitors, primary screen, biochemical, uHTS, TR-FRET, eIF4GI fragment. inhibition, % at 21.7 µM. AID 782, 2007. TR-FRET eIF4E-eIF4GI(517-606) binding, 2 h. 220,000 compounds, 0.37% hits;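 active = inhibition above about 30%, limit read from the data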;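 note: 0% = full FRET control wells and 100% = background wells lacking eIF4GI fragment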
# Wee1 stabilizer: Wee1 degradation inhibitors, primary screen, cell-based, HeLa, Wee1K328M-luciferase, luminescence. HeLa Luc-Wee1K328M stability; 100% = proteasome inhibitor MG132 effect. reporter increase, % at 5 µM. 220,000 compounds, 1.2% hits;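 active = activation above the mean of all tested compounds plus 3 SD, set per screening run, cut at about 8.8% in these data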;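 note: cells exposed to compound for 20 h before luminescence read; 0% = DMSO alone and 100% = MG132 at 30 µM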
# BaF3 parental: parental Ba/F3 cell viability inhibition, counter-screen for JAK2V617F inhibitor project, murine pro-B, CellTiter-Glo luminescence; inhibition, % at 5.6 µM; CellTiter-Glo ATP luminescence; 220,000 compounds, 1.1% hits; AID 1486, 2009;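 active = inhibition above a per-campaign cutoff, the mean inhibition of all tested compounds plus 3 SD, cut at about 27% in these data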;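 note: 0% = DMSO wells and 100% = JAK Inhibitor I control wells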
# S1P4 ag: S1P4 receptor agonists, primary screen, cell-based | Sphingosine 1-phosphate receptor 4 (Homo sapiens), O95977 | S1P4-expressing cell line, agonist reporter assay | activation, % at 4.98 µM | 220,000 compounds, 0.35% hits | AID 1509, 2009; in the data active = activation above about 11%;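 note: 0% = DMSO vehicle and 100% = reference agonist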
# * = called active by the depositor; nt = not tested or not shown; [ ] = dose if it differs, or a comment.
SMILES,Ba/F3 V617F tox,S1P4 antagonist,Mdm2 ligase inh,NPY-Y2 PAM-ag,PERK inh,eIF4E-4G inh,Wee1 stabilizer,BaF3 parental,S1P4 ag
Cc1ccc(NC(=O)c2ccc([N+](=O)[O-])o2)cc1C,37*,20,-9,-2,0.8,2,1,3,-2.0
C=CCNC(=O)C(=O)c1cccn1-c1ccsc1C(=O)OC,0,-11,-12,5,-0.3,-1,1,7,-4.2
Cc1cccn2c(CNCC3(c4ccccc4)CCCC3)c(C(=O)N3CCOCC3)nc12,-6,2,-3,12,-0.2,1,4,10,1.0
COc1ccc(/C=N/NC(=O)c2cccc(NC(=O)c3ccccc3)c2)c(C(=O)O)c1OC,-1,-7,1,-10,1.4,8,-1,1,1.8
Cc1ccc(C(=O)OCC(=O)Nc2cccc(Cl)c2C)c(O)c1,-4,0,-7,10,0.3,-3,-2,0,0.3
CCCN(CCC)S(=O)(=O)c1ccc(C(=O)Nc2nnc(CSC)o2)cc1,1,-10,-7,3,0.1,-3,5,3,0.2
Cn1c(=O)c2c(nc(CN3CCOCC3)n2CC(=O)c2ccccc2)n(C)c1=O,-2,7,nt,-9,-1.0,nt,-1,1,-1.9
COc1ccc(-c2cnc(SCC(=O)Nc3cc(C)on3)n2Cc2ccco2)cc1,1,13,-13,-14,-1.0,1[fluorescence artefact?],2,3,0.9
CCOc1ccc(OCCN2CCCCC2)cc1,-1,-3,0,3,0.3,1,-1,4,4.8
Cc1oc(-c2cccc(Cl)c2)nc1CN1CCC(C(=O)NCc2ccco2)CC1,-3,2,-27,-5,-0.8,-3,-1,3,-2.9

# 3 compounds out of the list, arranged by molar mass, ascending.
SMILES,Ba/F3 V617F tox,S1P4 antagonist,Mdm2 ligase inh,NPY-Y2 PAM-ag,PERK inh,eIF4E-4G inh,Wee1 stabilizer,BaF3 parental,S1P4 ag
CCOc1ccc(OCCN2CCCCC2)cc1,-1,-3,0,3,0.3,1,-1,4,4.8
C=CCNC(=O)C(=O)c1cccn1-c1ccsc1C(=O)OC,0,-11,-12,5,-0.3,-1,1,7,-4.2
Cc1cccn2c(CNCC3(c4ccccc4)CCCC3)c(C(=O)N3CCOCC3)nc12,-6,2,-3,12,-0.2,1,4,10,1.0

# New compounds follow.
SMILES,Ba/F3 V617F tox,S1P4 antagonist,Mdm2 ligase inh,NPY-Y2 PAM-ag,PERK inh,eIF4E-4G inh,Wee1 stabilizer,BaF3 parental,S1P4 ag
CCS(=O)(=O)N1Cc2ccccc2CC1C(=O)Nc1nnc(SCc2ccc(C#N)cc2)s1 (centres undefined),-2,-14,4,-7,-0.4,12,-2,-1,1.1
CCc1cc(/C(Cc2cscn2)=N\O)c(O)cc1O,-1,-5,5,7,-0.3,-2,0,-1,-0.6
O=C1NCN(c2ccccc2)C12CCN(CCCC(c1ccc(F)cc1)c1ccc(F)cc1)CC2,-3,6,-9,-12,0.5,6,2,8,-1.1
Cc1ccc2oc(=O)n(CC(=O)N3CCOCC3)c2c1,1,8,-14,-2,-0.6,2,1,2,0.4
CCNC(=O)CN(c1ccc(Cl)cc1)S(=O)(=O)c1ccccc1,-2,-1,2,6,-0.8,6[fluorescence artefact?],-1,4,-0.4
CCOc1ccc(-c2nnn(CC(=O)Nc3cccc(OC)c3)n2)cc1OCC,5,3,-9,-32,-0.5,3,0,9,0.1
COc1cccc(-c2csc3nnc(SCC(=O)NCc4cccs4)n23)c1,-3,-4,-13,14,0.0,-3,-1,3,-1.3
CCOC(=O)N1CCC(NC(=O)c2ccc(NC(=O)C3CCCO3)cc2)CC1 (centres undefined),0,-18,-9,-7,0.8,0,4,-3,2.7
NC12CC3CC(C1)CC(CC(=O)O)(C3)C2,-1,-8,-4,1,1.3,-3,0,6,1.9
Cc1csc(SC(C)C(=O)NCc2ccc3c(c2)OCO3)n1 (centres undefined),-1,-13,-2,7,0.8,-6,0,5,0.1

# Ordered by the number under NPY-Y2 PAM-ag (largest number first): 3 from the list above
mol	S1P4 antagonist	Mdm2 ligase inh	NPY-Y2 PAM-ag	PERK inh	eIF4E-4G inh	Wee1 stabilizer	S1P4 ag
Cc1ccc2oc(=O)n(CC(=O)N3CCOCC3)c2c1	8	-14	-2	-0.6	2	1	0.4
CCS(=O)(=O)N1Cc2ccccc2CC1C(=O)Nc1nnc(SCc2ccc(C#N)cc2)s1 (centres undefined)	-14	4	-7	-0.4	12	-2	1.1
CCOc1ccc(-c2nnn(CC(=O)Nc3cccc(OC)c3)n2)cc1OCC	3	-9	-32	-0.5	3	0	0.1

# (list continues)
SMILES,Ba/F3 V617F tox,S1P4 antagonist,Mdm2 ligase inh,NPY-Y2 PAM-ag,PERK inh,eIF4E-4G inh,Wee1 stabilizer,BaF3 parental,S1P4 ag
N#Cc1c(Nc2ccccc2)c(/C=N/N=C/c2ccccc2)c[nH]c1=O,-4,-13,3,-7,1.1,-5,4,1,2.6
C=CCSC1=N/C(=C\c2cccnc2)C(=O)N1c1ccc(OC)cc1,4,-10,-7,-12,-1.3,-43[fluorescence artefact?],2,7,0.8
O=C(O)c1ccc(CSc2nc3ccc(NC(=O)c4ccccc4C(=O)O)cc3s2)cc1,1,1,-7,16,2.0,-2,-1,6,0.8
Cc1ccc(-c2nc(CN(C)C)cc(CN(C)C)c2O)cc1,-3,-6,4,-9,-0.1,5,5,2,0.6
CCOC(=O)N1CCN(C(=O)c2cnc3n(c2=O)CCS3)CC1,0,-20,-5,2,0.2,-1,3,3,-1.3
CCOC(=O)C1CCN(C(=O)Nc2ccccc2Cl)CC1,-3,-7,0,18,0.5,-3,0,-3,0.6
Cc1[nH]nc2c1C(c1cccs1)C1=C(CC(C)(C)CC1=O)N2 (centres undefined),0,5,-9,3,-0.1,-3,2,10,0.1
CC1(C)Cc2c(sc(/N=C/N3CCOCC3)c2C#N)C(C)(C)N1,0,14,-7,-1,-0.1,1,-1,0,-1.5
CCCN1CNC(=S)N(c2ccccc2OCC)C1,-4,-12,0,-1,0.7,21,3,-1,0.5
CCOC(=O)Cn1c(=O)oc2cc(S(=O)(=O)N(C)c3ccc(OC)cc3)ccc21,3,9,-10,-17,-0.5,6,-1,-1,-2.0
CC(=O)c1c(C)[nH]c(C(=O)OCc2ccccc2F)c1C,-1,-18,-2,29*,-0.1,1,2,2,2.0
Cc1ccc(C2C3=C(NCCN=C3c3ccccc3)C(=O)N2c2ccccc2)cc1 (centres undefined),3,4,-9,24,-0.6,7,-2,6,-2.4
COc1ccc(C2c3ccc4ccccc4c3Oc3ncn4nc(Cc5ccccc5)nc4c32)cc1OC (centres undefined),-1,-17,5,-10,0.0,3[fluorescence artefact?],0,1,1.0
CCCCC[n+]1ccn(-c2nc3ccccc3nc2[N-]S(=O)(=O)c2ccc(C)cc2)c1,6,3,-15,9,0.0,-11,0,10,1.2
CC(C)c1ccc(Oc2cccc(C(=O)/C(C#N)=C/N(C)C)c2)cc1,-4,-18,19,5,0.3,-4[fluorescence artefact?],0,3,0.7
O=[N+]([O-])c1cccc(-c2nnc(-c3ccccc3)o2)c1,-2,-19,-7,-3,0.5,8,0,5,0.3
CC12CCC(C(=O)N(CC(O)CN3CCN(Cc4ccccc4)CC3)C1=O)C2(C)C (centres undefined),-2,10,-5,6,-1.6,3,0,3,-0.5
Cc1nc(CC(=O)O)c(-c2ccccc2)s1,-2,-18,-10,-6,1.2,-8,-2,1,0.3
Nc1nnn(CC(=O)N/N=C/c2cccc3ccccc23)n1,9,-3,-13,-7,0.6,3,4,9,1.6
Cc1scc(C(=O)N/N=C/c2ccsc2)c1C,-1,1,-31,10,0.7,2,5,1,-0.6
C=CC[n+]1c(-c2ccc(C)cc2)csc1NNC(=O)Nc1ccccc1,38*,3,-5,2,0.0,0,0,57*,-0.8
CCN(CC(=O)Nc1cc(Cl)ccc1OC)CC(=O)NC1CCS(=O)(=O)C1 (centres undefined),-2,-7,nt,1,0.8,3,-1,-2,1.5
Cc1ccc(-c2onc3ccc(Cl)cc23)cc1,0,-5,-24,4,1.2,2,-3,4,-0.1
CCOC(=O)N1CCN(C(=O)c2csc3c2CCCCC3)CC1,-4,-5,18,10,-0.5,-2,1,0,-0.7
S=c1ccc2ccccc2[nH]1,-1,-5,-1,22,2.1,-2,-3,2,-1.3
COc1ccc(C2C(C#N)=C(N)Oc3cc(N)ccc32)cc1OC (centres undefined),-1,-10,-12,-7,0.7,-14,2,0,2.1
CCCCN1C(=O)CC(N2CCOCC2)C1=O (centres undefined),-1,11,nt,7,1.5,-5[fluorescence artefact?],-1,3,-1.1
CC1CCN(C(=O)Cn2ncc3c4ccccc4n(C)c3c2=O)CC1,-1,3,2,-11,-0.8,-6,-1,4,-0.7
Cc1cccc2cc(CN(Cc3nnnn3C3CCCCC3)C3CCCC3)c3nnnn3c12,0,-11,-14,-18,1.0,6,-1,4,2.4
N#CCCC1CCCC=C1N(Cc1ccccc1)C(=O)C(Cl)Cl (centres undefined),4,-8,-10,12,-0.6,3,-3,-2,-0.3

# Complete entries, looked up by structure. Values in the order: Ba/F3 V617F tox	S1P4 antagonist	Mdm2 ligase inh	NPY-Y2 PAM-ag	PERK inh	eIF4E-4G inh	Wee1 stabilizer	BaF3 parental	S1P4 ag
# Shown for Cc1scc(C(=O)N/N=C/c2ccsc2)c1C : -1	1	-31	10	0.7	2	5	1	-0.6
# Shown for O=C1NCN(c2ccccc2)C12CCN(CCCC(c1ccc(F)cc1)c1ccc(F)cc1)CC2 : -3	6	-9	-12	0.5	6	2	8	-1.1

# Further records follow:
SMILES,Ba/F3 V617F tox,S1P4 antagonist,Mdm2 ligase inh,NPY-Y2 PAM-ag,PERK inh,eIF4E-4G inh,Wee1 stabilizer,BaF3 parental,S1P4 ag
O=C(c1cc2cc([N+](=O)[O-])ccc2oc1=O)N1CCOCC1,2,-2,6,-1,-0.4,3,0,9,1.8
CC(=O)Nc1nnc(SCC(=O)c2ccc3c(c2)Cc2ccccc2-3)s1,-4,5,-11,-5,-0.4,-25,-2,5,0.9
O=C(O)c1c[nH]c(=O)c2ccccc12,2,-1,-7,-5,0.1,-1,-3,0,-0.5
CCOCCOCCC(C(=O)O)P(=O)(c1ccccc1)c1ccccc1 (centres undefined),0,4,-3,-9,-0.1,-1,-4,9,-1.3
CN(C)S(=O)(=O)c1cccc(-c2nnc(SCc3cc(Cl)cc4c3OCOC4)n2N)c1,5,0,1,-16,-0.6,-3,0,9,0.4
O=C(NCCNC(=O)c1cccs1)c1ccco1,4,7,-11,-5,-0.6,-6,2,7,1.9
COCCNC(=O)CNC(=S)N(Cc1ccccc1)Cc1cccnc1,2,-19,-3,-7,0.2,0[fluorescence artefact?],1,5,0.1
Cc1ccc(C)c(N2CCN(C(=S)Nc3ccc4nc(N5CCOCC5)cc(C)c4c3)CC2)c1,-3,-16,-6,2,-0.4,-5,-3,3,1.0
